# Compound activity as filed in PubChem BioAssay.
# Measles CPE: protection of cells from measles virus. 1.5% of 140,000 active. protection (pct of control), % at 4 µM. Measles virus-infected cells, CPE protection, absorbance; in the data active = protection mostly above about 24%, no sharp cut-off; inactive = mostly below about 26%; also: some compounds called inactive have numbers as strong as hits
# E-sel TNF inh: blocks E-selectin expression induced by TNF alpha; AID 1246; 0.71% of 120,000 active; HUVEC TNFa-induced E-selectin immunofluorescence, high content; inhibition, % at 2 µM;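 active = inhibition above the batch mean plus 3 SD, and confirmed as a hit on visual image review, cut at about 43% in these data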;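 also: 0% = TNF-stimulated DMSO wells and 100% = unstimulated control wells; not every result past the cut was called active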
# NPY-Y2 antag: NPY-Y2 (human) receptor antagonism; P49146; NPY-Y2 expressing cells, antagonist mode; inhibition, % at 2.7 µM; 0.99% of 140,000 active; AID 793; in the data active = inhibition above about 17%;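 also: 0% = vehicle with agonist challenge and 100% = reference antagonist with challenge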
# Target sequence (P49146 whole entry, looked up): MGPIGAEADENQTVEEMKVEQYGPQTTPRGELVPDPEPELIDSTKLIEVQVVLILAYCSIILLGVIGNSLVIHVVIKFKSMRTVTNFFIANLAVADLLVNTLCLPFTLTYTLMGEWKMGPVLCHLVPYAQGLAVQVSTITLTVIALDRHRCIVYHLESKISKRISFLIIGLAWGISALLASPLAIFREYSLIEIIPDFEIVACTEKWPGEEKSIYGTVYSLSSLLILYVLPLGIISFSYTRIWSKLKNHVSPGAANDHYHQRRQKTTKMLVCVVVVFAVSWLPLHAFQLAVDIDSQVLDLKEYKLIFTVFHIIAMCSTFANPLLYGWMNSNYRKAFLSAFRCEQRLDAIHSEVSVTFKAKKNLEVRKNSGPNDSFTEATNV
# PTEN del growth: growth suppressors of cells with PTEN tumor suppressor deletion | 1.2% of 140,000 active | AID 827 | HCT116 PTEN-null viability, CellTiter-Glo, 60 h; hits give low values | viability, % at 10 µM;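 active = viability at or below a set limit, 4 SD under the median of all tested compounds, cut at about 3.7% in these data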;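 also: PTEN knockout HCT116 line with beta catenin targeted HCT116 as companion control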
# Yeast lifespan up: extends the lifespan of yeast | 0.68% of 130,000 active | AID 775 | S. cerevisiae growth with nicotinamide, OD615; deaD strain in restrictive glucose medium | inhibition of the nicotinamide effect, % at 10 µM;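 active = inhibition above a set limit, placed 3 SD over the median of all compounds, cut at about 26% in these data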;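 also: 0% = nicotinamide-treated wells and 100% = cells grown without nicotinamide; some compounds called inactive have numbers as strong as hits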
#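 Buffer or medium: CSMM-D glucose medium, restrictive; test system: modified budding yeast, DeaD strain; compound: single dose 10 µM compound, 0.25% DMSO; schedule: culture preincubation 4 h, compound exposure 48 h, both 30 °C; detection: optical density (absorbance) at 615 nm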
# Phagocytosis inh: inhibitors of macrophage phagocytosis | J774A.1 macrophage IgG-bead phagocytosis, imaging | inhibition, % at 5 µM | 0.07% of 110,000 active;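 active = inhibition above the mean of the plate negative controls plus 5 SD, cut at about 13% in these data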;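 also: phagocytic index as fraction of beads internalized from green versus red external bead signal; plate controls were DMSO negative control for no effect and cytochalasin-D positive control for full effect; some results beyond the cut were filed as inactive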
# MRP1 act: MRP-1 activation. viability increase, % at 10 µM. AID 799. 0.61% of 140,000 active. H69AR cells + doxorubicin, viability rescue, CellTiter-Glo;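 active = viability gain under doxorubicin at or above a set limit, the compound median plus 3 SD, cut at about 4.7% in these data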;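 also: MRP-1 overexpressing cells given doxorubicin 25 µM after compound pretreatment; 18-22 h compound pretreatment then 72 h with doxorubicin before readout; 0% = doxorubicin-only wells and 100% = vehicle-treated cells without doxorubicin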
# bCat KO growth: beta-catenin-lacking colon tumor cell growth suppression | HCT116 beta-catenin knockout viability, CellTiter-Glo, 60 h; hits give low values | viability, % at 10 µM | 1.5% of 140,000 active;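 active = viability at or under a set limit, the compound median less 4 SD, cut at about 6% in these data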;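 also: 0% = Hyamine 1622 control at 20 µM and 100% = untreated cell control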
# GALR2 blocker: GALR2 (human) receptor antagonism; O43603; GALR2-expressing cells, antagonist mode; inhibition, % at 4 µM; 0.39% of 140,000 active; in the data active = inhibition above about 27%;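 also: cells stimulated with galanin 1-16 at roughly its EC80; 0% = agonist challenge control and 100% = basal control without agonist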
# Target sequence (O43603 whole entry, looked up): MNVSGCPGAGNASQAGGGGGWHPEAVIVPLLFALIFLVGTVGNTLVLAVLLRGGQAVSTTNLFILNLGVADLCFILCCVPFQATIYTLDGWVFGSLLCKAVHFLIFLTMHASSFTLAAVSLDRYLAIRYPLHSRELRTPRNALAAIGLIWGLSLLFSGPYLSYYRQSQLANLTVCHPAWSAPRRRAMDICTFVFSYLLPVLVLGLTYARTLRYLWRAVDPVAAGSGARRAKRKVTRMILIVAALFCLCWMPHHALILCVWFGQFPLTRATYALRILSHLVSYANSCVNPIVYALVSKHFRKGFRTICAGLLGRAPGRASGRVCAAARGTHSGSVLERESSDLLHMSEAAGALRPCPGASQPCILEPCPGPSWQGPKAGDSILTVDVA
# Yeast growth inh: yeast BB579 growth reduction in restrictive medium. S. cerevisiae BB579 growth, OD615, 48 h. inhibition, % at 10 µM. 0.51% of 140,000 active. AID 804;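 active = inhibition above a set limit, 3 SD over the mean compound inhibition, cut at about 44% in these data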; also: inactives centre near -24
#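 Detection: OD615 turbidity measurement; Material: Saccharomyces cerevisiae DeaD strain BB579, replicative lifespan model yeast; Timing: 48 h exposure, 30 °C; Doses: single 10 µM dose; Medium: CSMM-D restrictive synthetic medium containing dextrose (glucose); Controls: amphotericin B at 10 µg/mL as positive control.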
# Numbers without * were called inactive; . = no result given; & = joins results of further samples.
SMILES,Measles CPE,E-sel TNF inh,NPY-Y2 antag,PTEN del growth,Yeast lifespan up,Phagocytosis inh,MRP1 act,bCat KO growth,GALR2 blocker,Yeast growth inh
Cc1ccc(OCCCn2c(CO)nc3ccccc32)cc1,15,5,4,95,-10,-2,-1.8,95,0,-20
Cc1nc(NC(C)c2ccccc2)c2c3c(sc2n1)CCC3 (configuration not stated),13,-11,17*,57,4,-1,-1.4,53,10,-22
CCN=C1S/C(=C\c2ccc(O)c(OCC)c2)C(=O)N1CC,7,-3,3,70,-1,4,-2.8,75,-16,-62
O=C1CC(N2CCN(c3ccccc3)CC2)C(=O)N1CCc1ccccc1 (configuration not stated),40*,-33,3,91,2,0,0.8,98,2,-66
CC(C)C(=O)N(Cc1ccc2c(c1)OCO2)Cc1ccccn1,18,.,4,105,5,0,-0.5,103,12,-36
O=C(NCCc1ccccc1)C1(c2ccccc2)CC1(Cl)Cl (configuration not stated),4,26,0,78,-19,.,-2.6,82,-25,-42
CCCCC(CC)CNC(=O)c1cccs1 (configuration not stated),14,-11,1,93,-17,1,-0.1,89,9,-6
Cn1c(NC(=O)c2cccs2)c(-c2cccs2)c(=O)c2ccccc21,25,.,1,94,4,-2,-3.4,92,6,-22
Cn1nnnc1SCC(=O)NCc1ccccc1,14,-20,4,100,.,.,0.1,95,2,-11
COC(=O)c1cc(=O)n(Cc2ccc3c(c2)OCO3)c(=Nc2ccc(F)c(Cl)c2)s1,12,.,1,4,-8,0,-6.2,2.0*,-1,6
O=C(NCc1ccco1)C1CCCN1S(=O)(=O)c1ccc2ccccc2c1 (configuration not stated),14,-20,-2,96,-5,-1,-1.1,88,-4,-5
CCOC(=O)c1c(C)[nH]c(C(=O)Cn2nnc(-c3ccccc3)n2)c1C,11,-23,5,102,-4,-1,-0.1,92,1,-50
Cc1ccc2nc(CSc3nc(C)cc(C)c3C#N)[nH]c2c1,2,-14,5,50,-12,.,-1.5,39,24,-59
O=C(N1CCOCC1)C12CC3CC(C1)CC(c1ccccc1)(C3)C2,12,15,5,91,7,2,-2.8,93,-1,-15
O=C(N/N=C/c1ccccc1)c1c(O)c2ccccc2[nH]c1=O,7,.,2,61,59*,-9,-5.6,60,7,-29
O=c1cc(CNc2cc(Cl)ccc2Cl)nc2sccn12,18,0,1,80,-7,1,-0.1,89,-4,-37
Cc1ccc(N(C(=O)c2ccccc2Cl)C2=NC(C)CS2)c(C)c1 (configuration not stated),5,.,-1,62,-2,-5,-1.5,72,10,-12
O=C(O)CSc1cccc[n+]1[O-],15,-20,1,102,-3,0,-1.3,98,7,90*
CCOC(=O)c1cc(Br)c(=O)n2ccccc12,4,11,0,104,-21,.,-0.7,100,1,-22
COc1cccc(N2CCN(C(=O)CN(C)S(=O)(=O)c3ccc4c(c3)CCC(=O)N4)CC2)c1,2,0,0,85,-7,0,-2.2,92,-5,0
C=CCC(c1ccccc1F)N(CCN1CCOCC1)C(=O)Nc1cccc(Cl)c1 (configuration not stated),3,14,12,72,4,-2,-3.1,79,-8,-14
Cc1cc(NC(=O)CSc2nc(CCC3CCCC3)nc3ccccc23)no1,4,19,2,68,-1,-1,-4.7,75,6,-54
CC(=O)c1cccc(N(CC(=O)N2CCOCC2)S(C)(=O)=O)c1,4,23,-1,87,-7,-4,-1.8,89,7,-49
Fc1ccc(Cn2c(SCc3ccc(F)c(F)c3)nnc2C(F)(F)F)cc1,38,10,13,54,-14,.,-0.4,62,-1,12
CCOc1cc(S(=O)(=O)N2CCCCC2)ccc1Cl,12,10,1,84,-4,0,-0.7,87,-2,7

# Structural class: the entries above containing an NH in an aromatic ring
SMILES,Measles CPE,E-sel TNF inh,NPY-Y2 antag,PTEN del growth,Yeast lifespan up,Phagocytosis inh,MRP1 act,bCat KO growth,GALR2 blocker,Yeast growth inh
CCOC(=O)c1c(C)[nH]c(C(=O)Cn2nnc(-c3ccccc3)n2)c1C,11,-23,5,102,-4,-1,-0.1,92,1,-50
Cc1ccc2nc(CSc3nc(C)cc(C)c3C#N)[nH]c2c1,2,-14,5,50,-12,.,-1.5,39,24,-59
O=C(N/N=C/c1ccccc1)c1c(O)c2ccccc2[nH]c1=O,7,.,2,61,59*,-9,-5.6,60,7,-29

# Additional entries
SMILES,Measles CPE,E-sel TNF inh,NPY-Y2 antag,PTEN del growth,Yeast lifespan up,Phagocytosis inh,MRP1 act,bCat KO growth,GALR2 blocker,Yeast growth inh
Cc1ccc(S(=O)(=O)C(F)(F)F)cc1NC(=O)c1cccnc1,5,-2,2,97,-2,.,-2.7,100,-2,-37
COc1ccc(-c2csc(N3C(=O)CNC3=S)n2)cc1,17,.,-3,100,4,-3,3.4,94,2,-4
COc1ccc(C(C)(C)C)cc1S(=O)(=O)N1CCC(C(N)=O)CC1,23,.,-1,104,-1,-4,0.7,99,-5,3
OC(CNC1CCCCC1)COCCOc1ccc(Br)cc1 (configuration not stated),18,24,7,72,5,-4,-4.6,76,-4,17
O=C(Cc1cc(=O)[nH]c(=O)[nH]1)N1CCN(C(=O)c2ccco2)CC1,3,-14,3,102,-2,.,-0.5,100,12,-58
CCC(Nc1ccc(OC)cc1)C(=O)N/N=C/c1ccc([N+](=O)[O-])cc1 (configuration not stated),4,-1,2,89,2,-3,-0.5,78,-14,-37
CC(Oc1ccc(Cl)cc1)c1ccnn1S(C)(=O)=O (configuration not stated),17,8,1,96,-5,.,-1.3,98,-10,-20
CCc1ccc2c(c1)C(NC(C)=O)C(=O)N2CC (configuration not stated),7,.,0,15,-6,0,-1.0,16,10,-11
COc1ccc(Oc2c(C)oc3c(CN(C)C)c(O)ccc3c2=O)cc1,3,.,3,101,-17,0,-5.0,97,2,-50
O=C(NCC1CCCO1)C1c2ccccc2C(=O)N1C1CCCCCCC1 (configuration not stated),17,-27,0,107,1,.,-2.3,109,8,-9
CCS(=O)(=O)n1nc(-c2ccco2)nc1SC,23,-7,10,98,-18,2,0.0,91,-15,-19
COc1ccc(NC(=O)c2ccccc2[N+](=O)[O-])cc1OC,7,-11,2,101,1,2,-1.8,98,3,-14
O=C(CCS(=O)(=O)c1cccc2nsnc12)N1CCN(c2ccccc2F)CC1,8,9,2,99,-5,2,-3.1,98,-12,-31
C/C(=N\NC(=O)Cn1nc(C)c([N+](=O)[O-])c1C)c1ccc(O)cc1,24,.,2,95,3,.,-2.8,109,-5,-5
Cc1ccc(Nc2nc(-c3c(C)nc4ccccn34)cs2)cc1,7,1,11,13,-9,.,-4.6,15,34*,-37
CCn1c2ccccc2c2nnc(SCC(=O)NC3CCS(=O)(=O)C3)nc21 (configuration not stated),6,.,3,88,-4,-1,-2.4,97,4,-11
COC(=O)c1ccc(C)c(NC(=O)c2nn(C)c(=O)c3ccccc23)c1,7,-19,0,61,-7,0,-1.9,42,-9,-56
N#Cc1ccsc1NC(=O)c1cnccn1,3,-29,2,95,-16,.,-1.0,92,1,-29
CC(=O)Nc1ccc(NC(=O)C/C(C)=N/NC(=O)C(=O)N2CCCC2)cc1,3,-9,4,104,-14,.,1.7,101,8,-6
O=C(Nc1nc(-c2ccc(Cl)cc2)cs1)c1cccnc1,6,1,2,33&49,-20,0,-0.3,62,5,-12
COc1ccc(CC(C)N2CCN(c3ccccc3)CC2)cc1OC (configuration not stated),21,7,1,64,-3,.,-3.0,63,-11,11
O=C1OC(c2ccccc2)=C/C1=C\N1CCOCC1,15,.,-1,75,-9,1,-1.1,70,-2,-44
C=CCn1c(SCC(=O)Nc2nccs2)nnc1-c1cc2cccc(OC)c2o1,17,-33,-2,63,-15,-1,0.7,67,3,-20
CCOc1cccc(C(=O)NC(=S)Nc2cccc(NC(=O)c3ccccc3Cl)c2)c1,16,.,3,78,0,.,-3.3,84,-218,-46
c1ccc(OCCCn2nnc(-c3cccnc3)n2)cc1,3,-17,0,102,-17,0,1.1,108,-9,-29
SMILES,Measles CPE,E-sel TNF inh,NPY-Y2 antag,PTEN del growth,Yeast lifespan up,Phagocytosis inh,MRP1 act,bCat KO growth,GALR2 blocker,Yeast growth inh
Cc1cc([N+](=O)[O-])nn1Cc1ccccc1F,5,.,9,98,-15,.,-0.3,101,3,2
CCC(=O)NC(=S)Nc1ccccc1OC,9,16,-1,96,-25,0,-0.6,93,-1,-54
COc1ccc(C(C)=O)cc1CN1C(=O)C(C)N(c2ccc(C)cc2)C1=O (configuration not stated),9,.,1,100,-7,4,-3.4,93,5,-9
c1coc(Cn2c(SCc3nc4ccccc4[nH]3)nnc2-c2cccs2)c1,6,.,4,89,-7,1,-2.5,88,-2,-36
CC(=O)C1=C(O)C(=O)N(CCN2CCOCC2)C1c1ccccc1 (configuration not stated),6,36,15,106,-6,-3,-1.3,104,5,-5
CCCCOc1cccc(C(=O)N(Cc2ccco2)C2CCS(=O)(=O)C2)c1 (configuration not stated),15,3,2,83,-3,-1,-1.3,81,-4,-48
O=C(COC(=O)c1ccc(S(=O)(=O)N2CCc3ccccc3C2)cc1)NC(=O)NCc1ccco1,3,29,-1,94,-2,0,-2.0,101,-2,-24
O=C(NCc1cccc(CNC(=O)c2ccco2)c1)c1ccco1,7,-3,0,61,-9,0,0.5,62,3,17
COc1ccc(-c2cc(C(F)F)nc(-n3nc(C)cc3C)n2)cc1,4,-3,3,66,-19,.,-0.8,83,-1,-57
CCOC(=O)c1cnn2c(C(F)(F)F)cc(-c3ccccc3)nc12,1,-15,3,79,-22,0,0.6,84,12,-24
CC1CCCN(C(C(=O)Nc2ccc(C(C)C)cc2)c2ccc3c(c2)OCO3)C1 (configuration not stated),7,.,5,68,-5,0,0.7,71,-4,-5
Cc1nn(-c2cc(N3CCOCC3)ccc2[N+](=O)[O-])c(=O)c2ccccc12,18,-4,1,98,-7,.,-2.4,98,-1,-4
Cc1ccc(C(=O)O/N=C/c2c(Cl)n(C)c3ccccc23)cc1,9,.,5,98,-15,.,-2.5,92,-9,-33
COC(=O)c1ccc(Cn2nc(C(F)(F)F)cc2C)cc1,5,-8,-1,97,-13,-1,0.7,103,2,-23
O=C(N/N=C/c1ccco1)c1cccc(N2CCCC2=O)c1,16,.,2,96,6,-9,-1.4,102,1,-3
CCC1(C)Cc2ccccc2-c2nc3n(c(=O)c21)CCCCC3 (configuration not stated),19,-5,4,98,-7,-1,0.0,100,11,-57
CCCN1CCN(CCCNC(=O)c2cc3c(=O)n(C)c4ccccc4c3n2C)CC1,6,-6,2,55,-5,0,-4.3,45,1,-8
O=C(Nc1cccc(-c2nc3ccccc3s2)c1)c1cc(-n2cnnc2)ccc1Cl,11,-3,3,61,-5,-2,-3.4,72,-3,-16
NNC(=O)/C(=N/Nc1ccccc1)S(=O)(=O)c1ccc(Cl)cc1,4,0,4,59,7,-1,-2.6,55,-6,-67
COC(=O)c1cc(Br)c(=O)n(-c2ccccc2OC)c1,26,-46,-2,106,-3,-1,-1.4,99,4,-31
Cc1cc(-c2csc(N)n2)c(C)n1CCC(C)C,7,-54,2,76,0,-1,-0.6,80,-7,-62
Cc1cccc(OCC(=O)NCC(=O)N/N=C/c2cc(Br)ccc2OCc2ccccc2)c1,6,.,4,86,6,-5,-2.8,97,11,-48
